# Screening data deposited in PubChem BioAssay by National Center for Advancing Translational Sciences (NCATS).
# Lipid storage S3: qHTS Assay for Lipid Storage Modulators in Drosophila S3 Cells. Potency in µM for hits, for the others lipid storage change, negative = inhibition, % at the top dose, mostly 46.1 µM. 0.64% of 320,000 active. Drosophila S3 cells, BODIPY lipid droplet fluorescence, 18-24 h; cells fed with added oleic acid. AID 2685, 2010; active means well fitted inhibition curve with a large enough effect in the signal ratio, with a control signal flat, not every such curve was filed as active; inconclusive means small, poorly fitted or top-dose-only effect, or effect the other way, or a change in a side signal; the % refers to the signal ratio
#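 Laser-scanning cytometry quantifies lipid droplet accumulation (500–530 nm total intensity; droplet/cell object ratio) in oleic acid-fed (400 uM added) Drosophila S3 cells treated with a concentration series. 20 uM Triacsin C defined 100% inhibition.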
# Lipid storage S3 cell count max: recorded beside Lipid storage S3, whose call it bears; cell number change, %; measured here: cell count max response;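 cells counted by Cell Tracker Red CMTPX staining in the red channel; peak over a dose series mostly up to 46.1 µM; percent activity relative to internal control wells on each plate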
# An asterisk follows results filed as active; i = inactive; ? = inconclusive; . = no result given. On the % scale 0 is the no-effect control and ±100 the full control effect; potency means the concentration at half of the fitted maximal effect. An excerpt. The share of hits here may be higher or lower than overall.
# Start of the data: the first 5 entries as a preview:
Lipid storage S3,Lipid storage S3 cell count max,SMILES
?,.,COCCCN(CC(=O)Nc1ccc(N2CCOCC2)cc1)S(=O)(=O)c1ccccc1
?,.,C/C(=N/Oc1nc(C)cc(C)n1)c1ccc(Br)cc1
15.0%,1.2,CNC(=S)N/N=C(\C)c1cccc([N+](=O)[O-])c1
?,.,Cc1cccc(C)c1NC(=O)CSc1nnc(Cn2nnc(-c3ccccc3)n2)n1-c1ccccc1
?,.,COc1ccccc1N1CCN(C(=O)Cc2cccs2)CC1

# The listing, from the first entry:
Lipid storage S3,Lipid storage S3 cell count max,SMILES
?,.,COCCCN(CC(=O)Nc1ccc(N2CCOCC2)cc1)S(=O)(=O)c1ccccc1
?,.,C/C(=N/Oc1nc(C)cc(C)n1)c1ccc(Br)cc1
15.0%,1.2,CNC(=S)N/N=C(\C)c1cccc([N+](=O)[O-])c1
?,.,Cc1cccc(C)c1NC(=O)CSc1nnc(Cn2nnc(-c3ccccc3)n2)n1-c1ccccc1
?,.,COc1ccccc1N1CCN(C(=O)Cc2cccs2)CC1
?,.,CCCC(=O)Nc1nc(C)c(-c2csc(Nc3ccc(Cl)cc3)n2)s1
?,.,COc1ccc(CC(=O)NC(C)c2nnc(SCCOc3ccc(OC)cc3)n2C)cc1 (stereo not given)
?,.,CCC(C)N1CNc2c(c(=O)[nH]c(=S)n2-c2cccc(C)c2)C1 (stereo not given)
?,.,Cc1c2cnn(CC(=O)NCCCN3CC(C)CC(C)C3)c(=O)c2c(C)n1Cc1ccccc1Cl (stereo not given)
9.8%,.,CCN(CC)S(=O)(=O)c1cc(NS(=O)(=O)c2c(Cl)cccc2Cl)ccc1C
?,.,COc1ccc(OCCOC(=O)c2cc(S(=O)(=O)N3CCOCC3)c(Cl)cc2Cl)cc1
-1.8%,-3.9,CCc1cc(=O)oc2cc(C)c(CN3CCCCC3)c(O)c12
-17.1%,-5.1,CCC(=O)Nc1ccc2c(c1)C(=O)N(C1CCCCC1)C2=O
-3.0%,-0.5,CCCCC(=O)NS(=O)(=O)c1ccc(N=NN(CC)CC)cc1
?,.,CC1=NN(C(=O)Cc2ccc(C)cc2)C(O)(c2cccnc2)C1 (stereo not given)
-6.9%,-3.2,CCOc1ccc2nc(SCC(=O)NC3CCS(=O)(=O)C3)[nH]c2c1 (stereo not given)
11.4%,-3.2,COc1ccc(-c2ccc([C@H]3[C@H]4C=CC[C@@H](C)[C@@H]4C(=O)N3Cc3ccccc3)c(F)c2)cc1C
?,.,COc1ccc(CN(C)C(=O)c2ccccc2Sc2ccccc2C#N)c(OC)c1
-27.3%,8.0,Cn1c(Sc2ccc(C(F)(F)F)cc2[N+](=O)[O-])nnc1-c1ccccc1
-28.3%,12.8,COc1ccc(-n2nc(C(=O)NCC(=O)NCc3ccccc3OC)c3ccccc3c2=O)cc1
i,-3.8,CCOC(=O)CSc1nc2c([nH]c3ccccc32)c(=O)n1C
?,.,N#Cc1ccccc1NC1=CC(=O)CCC1
?,.,CCC(C)Sc1cccc(-c2nc3ccc(C)cn3c2NCc2ccccc2)c1 (stereo not given)
?,.,COc1ccc(C(=O)c2ccc(OC)cc2O)c(O)c1
?,.,O=C(Nc1ccc(Nc2ccccc2)cc1)C(Cl)Cl
i,25.0,O=C(c1ccco1)N(Cc1cccc(Br)c1)C1CCS(=O)(=O)C1 (stereo not given)
?,.,COc1ccc(C(=O)N2CCCC(O)C2)cc1OC1CCN(C(C)C)CC1 (stereo not given)
?,.,CCC(CC)c1nn2c(N)c(/C=C3\C=Nc4ccccc43)c(=O)nc2s1
i,-9.0,N/C(=N\OC(=O)Cc1ccc([N+](=O)[O-])cc1)c1ccc([N+](=O)[O-])cc1
?,.,COc1ccc(CCNC(=O)COc2ccc(-c3ccccc3)cc2)cc1OC
1.8%,2.4,O=C(C1CCCCC1)N1CCC(O)(c2ccc(Cl)cc2)CC1
18.7%,-14.3,CN(/N=C/C=C/c1ccccc1)C1=NS(=O)(=O)c2ccccc21
?,.,CC(C)NC(=O)CSc1nc2ccccc2n1CC(=O)N1CCc2ccccc21
?,.,NNC(=O)COc1ccc(-c2nccc(-c3ccc(F)cc3)n2)cc1
-23.5%,-5.8,COc1cc2cc(C(=O)N3CCN(Cc4ccc5c(c4)OCO5)CC3)c(=O)oc2cc1OC
i,27.6,C=CCNC(=O)CN(c1ccc(OC)cc1OC)S(C)(=O)=O
?,.,CCCN(C(=O)c1nc2nc(C)cc(C)n2n1)c1c(N)n(Cc2ccccc2)c(=O)[nH]c1=O
?,.,COCCn1c(N)c(C(=O)NS(=O)(=O)c2ccc(C)cc2)c(=O)[nH]c1=O
?,.,CC(=O)c1nn(-c2cccc(Br)c2)cc1C(=O)c1ccc(C)cc1
?,.,CC1(c2cc([N+](=O)[O-])cc([N+](=O)[O-])c2)CC(C)(C)N(C(=O)c2ccccc2)c2ccccc21 (stereo not given)
?,.,CCOc1cc(/C=C\[N+](=O)[O-])ccc1OCC(=O)Nc1ccccc1C
0.5%,1.4,Cn1nnnc1SCC(=O)N1CCOCC1
?,.,O=[n+]1cc(-c2cccc3ccccc23)n([O-])c2c1CCC2
?,.,Cc1ccc2cc(C#N)c(N3CCCN(S(=O)(=O)c4ccccc4)CC3)nc2c1
?,.,O=c1c2ccc([N+](=O)[O-])cc2ncn1CCOc1ccccc1
?,.,Cn1nc(C(=O)N2CCCc3ccccc32)c2ccccc2c1=O
?,.,O=C(O)c1cc2ccccc2c(N=Nc2cccnc2)c1O
-19.6%,-11.6,O=C(O)c1cc(S(=O)(=O)N2CCOCC2)c(Sc2ccccn2)cc1Sc1ccccn1
i,.,O=C(COc1ncnc2sccc12)Nc1ccc(F)cc1F
?,.,CCCCCCCC1=CC2=CC(=O)C(C)(OC(C)=O)C(=O)C2=CN1CCc1ccccc1 (stereo not given)

# The last five records of the part before are carried over, then new ones follow:
Lipid storage S3,Lipid storage S3 cell count max,SMILES
?,.,Cn1nc(C(=O)N2CCCc3ccccc32)c2ccccc2c1=O
?,.,O=C(O)c1cc2ccccc2c(N=Nc2cccnc2)c1O
-19.6%,-11.6,O=C(O)c1cc(S(=O)(=O)N2CCOCC2)c(Sc2ccccn2)cc1Sc1ccccn1
i,.,O=C(COc1ncnc2sccc12)Nc1ccc(F)cc1F
?,.,CCCCCCCC1=CC2=CC(=O)C(C)(OC(C)=O)C(=O)C2=CN1CCc1ccccc1 (stereo not given)
?,.,CCn1cc([N+](=O)[O-])c(C(=O)N2N=C(c3ccc(OC)cc3OC)CC2c2ccccc2O)n1 (stereo not given)
5.5%,6.2,CCCCCCCCS(=O)CCC(=O)O (stereo not given)
i,7.4,O=C1Nc2cc(Cl)c(Cl)cc2N(O)N1c1ccccc1
-1.1%,0.5,CC(=O)O/N=C(\N)Cc1ccc(-c2csnn2)cc1
?,.,Cc1ccc(NC(=O)C2CCCN2S(=O)(=O)c2ccc3c(c2)n(C)c(=O)c(=O)n3C)c(C)c1 (stereo not given)
-24.7%,6.9,Cn1nc(C(F)(F)F)c(-c2cccc(C(F)(F)F)c2)c1NC(=O)c1ccco1
?,.,CNC(=O)CSc1nc2[nH]ncc2c(=O)[nH]1
-18.5%,6.0,NS(=O)(=O)c1ccc(CCNC(=O)NC2CCCCC2)cc1
?,.,Cc1cccc(N2CC(C(=O)Nc3cccc(S(=O)(=O)N4CCCCC4)c3)CC2=O)c1C (stereo not given)
-11.8%,23.8,Nc1nonc1C(=O)N/N=C/c1cc(Br)ccc1O
2.6%,0.2,CC(C)(O)C#Cc1ccc(C(=O)N2CCN(c3ccc(Cl)cc3)CC2)cc1
7.5%,18.1,CCOC(=O)C1CCN(S(=O)(=O)c2ccc(-c3ccccn3)s2)CC1
4.1%,3.9,CS(=O)(=O)NN1C(=O)c2ccccc2NC1c1ccccc1 (stereo not given)
-12.1%,0.8,CCN(Cc1ccccc1)S(=O)(=O)c1c(C)[nH]c(C)c1C(=O)N1CCCC1
?,.,CC(C)OCCCNC(=O)CN1CCN(Cc2ccccc2Cl)C1=O
?,.,O=C(O)CCC(=O)N1CCN(S(=O)(=O)c2cccs2)CC1
9.9%,.,COc1ccccc1NC(=O)Nc1nc(CC(=O)Nc2ccc(OC)c(OC)c2)cs1
-0.4%,-2.5,O=C(Nc1nc(-c2ccccc2)c(C(=O)c2ccccc2)s1)c1ccc(S(=O)(=O)N2CCCC2)cc1
3.5%,25.0,CN1C2CCC1CC(NC(=O)c1cccc(C(F)(F)F)c1)C2 (stereo not given)
3.66µM*,-21.5*,CCOC(=O)c1ccc(NC(=O)CSc2nnc(CNC(=O)c3ccco3)o2)cc1
i,-11.5,O=S(=O)(Nc1ccc(S(=O)(=O)Nc2ncccn2)cc1)c1ccccc1
?,.,O=C(Nc1cccc(S(=O)(=O)N2CCCCC2)c1)C1CC(=O)N(Cc2ccccc2)C1 (stereo not given)
2.5%,16.4,CC(C)Cn1c(SCC(=O)NCc2ccco2)nnc1-c1ccncc1
i,1.7,CC1(C)CC(=O)C([N+](=O)[O-])=C(NCCCC(=O)O)C1
i,-26.0,O=C(COc1ccccc1Cl)N1CCCCCCC1
i,.,O=c1c(-c2ccco2)[n+]([O-])c2ccccc2n1OCc1ccccn1
15.1%,-22.0,Cc1cccc(N2CCN(CC3CCCCC3)CC2)c1C
10.9%,4.6,C=CCn1c(-c2cccnc2Cl)nc2ccccc21
?,.,CCOC(=O)CSc1nnc(NC(=O)c2cc([N+](=O)[O-])cc([N+](=O)[O-])c2)s1
?,.,Cc1cc(F)ccc1NCC(=O)Nc1ccccc1Br
?,.,COc1ccccc1CNC(=O)CN1CCN(c2ccc(C(C)=O)cc2)CC1
?,.,O=C(NCCOC(=O)c1cccs1)c1cccnc1
?,.,CC1(C)CCC(=O)C=C1Nc1ccc(F)c(Cl)c1
15.3%,6.3,Cn1c(/C=C/c2cccc(Br)c2)nc2ccccc2c1=O
?,.,CCCNC(=O)COC(=O)c1c2c(nc3ccccc13)CCC2
?,.,CCCCNC(=O)CN1C(=O)NC(Cc2ccccc2)(Cc2ccccc2)C1=O
?,.,CCc1cccc2c1NC(=O)[C@]21[C@@H]2C(=O)N(Cc3ccccc3)C(=O)[C@@H]2[C@@H]2CCCN21
13.3%,14.7,C#CCN(CC=C)C(=O)C1CCC(=O)N(CCCc2ccccc2)C1 (stereo not given)
?,.,CCOc1ccc(NC(=O)N(Cc2ccc(C)cc2)Cc2ccccn2)cc1
-5.4%,0.4,CC(NC(=O)CNC(=O)C(Cc1ccccc1)NC(=O)OCc1ccccc1)C(N)=O (stereo not given)
?,.,Cc1cc(C(=O)N2CC=C(c3ccccc3)CC2)c2ccccc2n1
i,13.2,Cc1ccc(C)c(OCC(=O)Nc2ccc(S(=O)(=O)Nc3ncccn3)cc2)c1
?,.,Cc1ccc(S(=O)(=O)N2CCN(C(=O)c3ccccc3)CC2)cc1
-6.4%,-1.2,O=C(NNc1cccc(Cl)n1)c1ccc(Cl)cc1Cl
-1.5%,12.1,COC(=O)C1=C(C)NC(=O)CC1c1ccccc1OC (stereo not given)
?,.,CCOC(=O)c1ccc(NS(=O)(=O)c2cc(C)ccc2OC)cc1
?,.,Cc1ccccc1-n1nc2c(c1NC(=O)c1c(-c3ccccc3Cl)noc1C)CS(=O)(=O)C2
5.3%,4.8,O=C(CO)C(O)C(O)C(O)CO (stereo not given)
-11.7%,-13.3,NC(Cc1ccc(Oc2ccc(O)cc2)cc1)C(=O)O (stereo not given)
?,.,COc1ccccc1C(=O)Nc1nnc(-c2ccc3c(c2)CCCC3)o1

# The list continues.
Lipid storage S3,Lipid storage S3 cell count max,SMILES
?,.,CCn1c(SCC(=O)N/N=C/c2ccc(O)c(OC)c2)nc2ccccc21
?,.,O=C(CN(C(=O)c1csnn1)c1ccc(F)cc1)NCCc1ccccc1
?,.,COCCCNCCC(CCC(C)C)c1ccc2c(c1)OCO2 (stereo not given)
11.5%,21.5,COc1cccc(NC(=O)Cn2c(CCC(=O)O)ccc2-c2ccc(C)cc2)c1
-16.0%,-1.2,O=C(CNCc1ccccn1)Nc1cc(C(F)(F)F)ccc1N1CCOCC1
?,.,CCOc1ccc(NC(=O)C(C)Oc2ccc(C#N)cc2)cc1S(=O)(=O)N1CCCC1 (stereo not given)
0.4%,-2.0,COc1ccc(NC(=O)Nc2cc(C)ccc2F)cc1OC
?,.,COc1cc(/C=C2\SC(=S)N(CCC(=O)Nc3ccc(O)cc3)C2=O)cc(OC)c1OC
i,-5.1,O=C(CSc1nnc(-c2ccc(Cl)s2)o1)N1CCCc2ccccc21
?,.,CC1CCCCC1NC(=O)C1CCN(S(=O)(=O)c2ccc(-n3cnnn3)cc2)CC1 (stereo not given)
?,.,COc1ccc(C2C(C(C)=O)=C(O)C(=O)N2CCc2c[nH]c3ccccc23)cc1 (stereo not given)
-0.9%,4.0,CCOc1cc(/C=C\c2nc(O)c([N+](=O)[O-])c(=O)[nH]2)ccc1OC(C)CC (stereo not given)
6.7%,9.8,CCn1cc(CN(C)C(=O)/C=C/c2ccc([N+](=O)[O-])cc2)c(C)n1
9.8%,13.4,O=C(N/N=C/c1cc(Br)cs1)c1ccccc1[N+](=O)[O-]
?,.,Cc1cccc(C)c1NC(=O)CNC(=O)c1c(C)nn(-c2ccccc2)c1Cl
-0.3%,12.6,O=c1[nH]cccc1-c1nc2ccccc2[nH]1
-3.2%,7.1,Cc1ccnc(NS(=O)(=O)c2ccc(NS(C)(=O)=O)cc2)n1
?,.,O=C(Nc1ccccc1C(=O)O)c1cccc(N2C(=O)c3ccccc3C2=O)c1
